# PMI act satM6P – increases human PMI activity with near-saturating mannose 6-phosphate; coupled PMI enzyme assay, resazurin fluorescence, 20 min; stronger effect = higher value; 1 = untreated enzyme, 0 = substrate-free blank; activation factor at 20 µM; actives 0.34% (n = 190,000);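 active = activation factor of 2 or more at 20 µM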
# Target sequence (P34949 whole entry, looked up): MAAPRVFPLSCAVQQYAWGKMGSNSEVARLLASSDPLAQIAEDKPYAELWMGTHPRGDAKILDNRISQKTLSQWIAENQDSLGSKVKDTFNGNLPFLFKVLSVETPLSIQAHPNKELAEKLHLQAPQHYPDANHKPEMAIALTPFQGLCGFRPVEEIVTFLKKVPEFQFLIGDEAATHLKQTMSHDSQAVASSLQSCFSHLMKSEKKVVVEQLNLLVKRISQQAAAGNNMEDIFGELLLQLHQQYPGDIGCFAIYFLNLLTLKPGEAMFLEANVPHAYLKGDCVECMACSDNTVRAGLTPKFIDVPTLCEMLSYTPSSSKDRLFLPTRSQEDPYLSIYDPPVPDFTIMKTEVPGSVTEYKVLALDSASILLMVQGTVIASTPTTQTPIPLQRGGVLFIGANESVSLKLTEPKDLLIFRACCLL
#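 Test system: Human PMI in coupled enzyme assay | Input: 15 ng/mL PMI | Medium: HEPES-buffered pH 7.4 with magnesium and detergent | Compound: One concentration, 20 µM, in 1% DMSO | Incubation: Enzyme reaction with compound 20 min at room temperature | Detection: Diaphorase-driven resazurin-to-resorufin fluorescence, excitation 544, emission 590 nm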
# RAM inhibit – blocks the yeast RAM network; S. cerevisiae dse1pr::URA3 reporter, 5-FOA growth OD615, 2 d; analog-sensitive cbk1-as2 kinase mutant strain; inhibition, % at 50 µM; actives 1.8% (n = 190,000);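 active = inhibition above a set limit, 3 SD over mean compound inhibition, cut at about 8.4% in these data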;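 also: 0% = DMSO-only wells with no growth and 100% = 10 µM 1-NA-PP1 full growth; inhibition rescues growth on 5-FOA so higher OD means more RAM inhibition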
# TLR4 MyD88 comp – TLR4-MyD88 interaction inhibition in cells; AID 861; inhibition, % at 8.4 µM; actives 0.18% (n = 200,000); HeLa CL3-4 TLR4/MyD88 BLA complementation, FRET ratio; O00206+Q99836; in the data active = inhibition above about 25%;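 also: 0% = vehicle and 100% = reference inhibitor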
# PMI activator – activators of human phosphomannose isomerase; purified human PMI, coupled resazurin fluorescence, 20 min; stronger effect = higher value; 1 = vehicle control, 0 substrate-free wells; activation factor at 20 µM; actives 0.005% (n = 190,000);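 active = activation factor of 2 or more at 20 µM, relative to plate controls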
# S1P3 antagonist – antagonists of human S1P3 receptor | Q99500 | CHO S1P3 NFAT-BLA reporter, FRET fluorescence, antagonist mode | inhibition, % at 4.98 µM | actives 0.27% (n = 170,000);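 active = inhibition above the plate cutoff, the mean inhibition of test wells on that plate plus 3 SD, cut at about 28% in these data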;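 also: cells challenged with S1P at its EC80 of 0.8 µM; blue over green emission ratio from cleaved BLA substrate after 4 h stimulation; 0% = S1P-stimulated wells and 100% = unstimulated DMSO-only wells; some compounds past the cut are filed as inactive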
# Target sequence (Q99500 whole entry, looked up): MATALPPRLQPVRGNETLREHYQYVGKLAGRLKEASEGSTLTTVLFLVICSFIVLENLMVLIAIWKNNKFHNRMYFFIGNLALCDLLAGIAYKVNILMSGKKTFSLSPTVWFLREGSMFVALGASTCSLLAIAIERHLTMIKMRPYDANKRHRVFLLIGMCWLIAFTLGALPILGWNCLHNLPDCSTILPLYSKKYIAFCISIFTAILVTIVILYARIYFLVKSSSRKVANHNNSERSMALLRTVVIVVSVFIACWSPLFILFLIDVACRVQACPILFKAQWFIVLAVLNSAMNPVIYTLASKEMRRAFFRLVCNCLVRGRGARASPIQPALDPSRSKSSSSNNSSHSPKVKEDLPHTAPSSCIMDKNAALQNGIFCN
# Redox H2O2 prof – compounds producing H2O2 with reducing agent – biochemical, NIH compound library profiling, artefact control for MLSCN library redox annotation, primary screen; DTT-dependent redox cycling H2O2, phenol red/HRP absorbance; 100% = 100 µM peroxide control, 0% = buffer; activation, % at 10 µM; actives 0.03% (n = 200,000);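 active = activation of at least 50% relative to the plate's high and low controls in the primary single-dose screen; inactive = activation below 50%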;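 also: compound incubated with DTT at 0.8 mM final as the reducing agent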
# Lmaj promast – reduces viability of Leishmania major promastigotes. resazurin fluorescence viability. actives 9% (n = 200,000). inhibition, % at 10 µM;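 also: promastigotes grown with compound for 44 hours at 28 °C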
# G6PDH CS – L. mesenteroides G6PDH inhibition counter-screen; inhibition, % at 5 µM; actives 0.12% (n = 200,000); Purified L. mesenteroides G6PDH, diaphorase/resazurin coupled fluorescence, 45 min
# Diaphorase act – counter-screen for diaphorase-based assays: diaphorase activators and chemical reducers | activation factor at 20 µM | Diaphorase/resazurin coupled assay, resorufin fluorescence, 16 min; stronger effect = higher value; 1 = vehicle wells, 0 = NADH-free wells | actives 0.005% (n = 190,000);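 active = diaphorase activity raised at least twofold by the compound at 20 µM; inactive = activation factor below 2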
#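 Test system: Clostridium kluyveri diaphorase, purified enzyme; input: enzyme 0.07 U/mL final; buffer or medium: 50 mM HEPES pH 7.4 with 4.542 mM MgCl2, 0.005% Tween 20; also added: 0.114 mM NADH and 0.1 mM resazurin, final amounts; schedule: 16 min enzyme reaction, ambient temperature; technique: fluorescence of resorufin, 544 nm excitation, 590 nm emission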
# Hsp70 act – switches on Hsp70 transcription; AID 1203; HeLa Hsp70 promoter luciferase reporter, luminescence; scaled: vehicle 0, proteasome-inhibitor control 100%; activation, % at 10 µM; actives 0.04% (n = 200,000);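 active = activation above the mean across all tested compounds plus 3 SD, cutoff set per campaign, cut at about 5.5% in these data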;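 also: 100% = MG132 at 30 µM as the positive control and 0% = DMSO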
# Diaphorase inh – counter-screen for diaphorase-based assays: diaphorase inhibitors and chemical oxidizers. diaphorase resazurin-to-resorufin fluorescence, NADH, 16 min; bacterial (C. kluyveri) enzyme, not human. inhibition, % at 20 µM. actives 0.69% (n = 190,000). AID 1217;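 active = primary screen inhibition at 20 µM above a set limit, cut at about 50% in these data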;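 also: plate controls were DMSO with full reaction for no effect and wells lacking NADH for full effect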
#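 Assay system – diaphorase enzyme from Clostridium kluyveri · Amount – diaphorase 0.14 U/mL (working solution) · Times – reaction incubation of 16 min at room temperature · Controls – No-NADH positive control and DMSO neutral control · Signal – resorufin fluorescence 544/590 nm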
# Active calls of the source: *; · = no result given; & = joins results of further samples. Rule as the data show it, unless noted: active = inhibition above about 50%; inactive = the rest.
SMILES,PMI act satM6P,RAM inhibit,TLR4 MyD88 comp,PMI activator,S1P3 antagonist,Redox H2O2 prof,Lmaj promast,G6PDH CS,Diaphorase act,Hsp70 act,Diaphorase inh
Cc1ccc(-c2nn3c(C)nnc3s2)cc1NC(=O)c1ccc(OC(C)C)cc1,1.1,0.7,9,1,-24,-3.4,2,14,1.1,-0.2,-8
COc1ccc(CCNC(=O)CSc2nc(-c3ccco3)cc(C(F)(F)F)n2)cc1,0.9,5.2,-5,0.9,6,-1.4,1,7,0.8,-0.2,16
COC(=O)c1nnn(Cc2ccccc2)c1N,0.9,1.6,-4,0.9,·,-0.3,-1,10,0.9,-0.5,6
COc1ccc(CN2C(=O)N(c3ccccc3)C(=O)C2CC(=O)Nc2ccccc2)cc1OC (stereo unspecified),1,-1.2,-1,1,-11,-0.3,-4,4,0.8,-0.3,15
CCOC(=O)C1CCc2nc3ccccc3c(=O)n21 (stereo unspecified),1,-1.1,-5,1,1,1.0,-5,0,0.9,0.1,11
Cc1sc(=NC(=O)c2ccco2)n(C)c1-c1ccccc1,0.9,0.7,3,0.9,·,-5.0,10,6,0.9,-0.1,7
Cc1onc(-c2ccccc2Cl)c1C(=O)OCC(=O)Nc1ccc2c(c1)OCO2,1,2.6,10,1,-15,-0.4,21,7,0.9,0.1,13
COc1ccccc1N1CCN(CC(O)COCc2cccs2)CC1 (stereo unspecified),1,3.1,2,1,-19,0.0,-2,7,1.1,0.0,-8
O=C(COC(=O)c1ccc2c(c1)OCCO2)Nc1cccc(S(=O)(=O)N2CCOCC2)c1,0.9,4.7,5,0.9,-5,-0.3,-2,1,0.8,-0.4,21
COc1ccc(NC(=O)C(NC(=O)c2ccc(=O)[nH]c2)c2ccc(OC)cc2)cc1 (stereo unspecified),1,0.7,3,1,-27,-0.3,0,-2,0.9,-0.3,14
CCN(CC)C(=O)CC1(c2ccccc2OC)CCOC(C(C)C)C1 (stereo unspecified),1.1,-0.9,1,1,·,-0.2,4,4,1,-0.1,4
Cc1cc(C)cc(NS(=O)(=O)c2ccc3oc(=O)ccc3c2)c1,1,3.1,6,0.9,·,0.3,16,4,0.9,-0.3,11
COc1ccc(OC)c(N=Cc2c(O)[nH]c3ccccc23)c1,1.1,0.1,11,1.1,36,0.9,2,5,1.1,0.1,-12
CCOC(=O)c1cccc(NC(=O)c2cccs2)c1,1,0.0,5,1.1,23,0.2,-1,4,0.8,-0.4,17
COc1cc(-c2nnc(COc3ccc(Cl)cc3C)o2)cc(OC)c1OC,1,4.9,0,1,·,0.4,5,-5,0.9,-0.2,6
COc1ccccc1C(=O)NCC(=O)OCC(=O)Nc1cccc(S(=O)(=O)N(C)C)c1,1.1,1.0,0,1.1,-8,0.0,-2,2,0.9,0.0,12
CCCCc1nc2n[nH]c(N)c2c2c1CCCC2,1,3.5,12,1,·,-0.4,8,1,0.9,-0.2,15
COCCN(C(=O)CNC(=O)c1ccco1)C(C(=O)NC1CCCCC1)c1cccs1 (stereo unspecified),0.8,-1.9,-3,0.9,·,0.0,33,7,0.9,-0.4,10
CN(Cc1nc(-c2cnccn2)no1)CC1(c2ccccc2)CC1(C)C (stereo unspecified),1,-0.1,2,1.1,7,1.1,6,8,1.2,-0.1,-21
CCOC(=O)CSc1nnc(-c2cccnc2)o1,1.1,3.5,14,1.1,·,1.2,-7,2,0.9,-0.4,7
Cc1ccc(NC(=O)c2cccc(C(=O)OC(C)C)n2)c(Br)c1,0.9,4.9,-7,0.9,15,-0.1,6,2,0.8,-0.2,20
O=C1CC(c2cccc(Oc3ccccc3)c2)NC(=O)N1 (stereo unspecified),1,0.3,-6,1.1,-10,0.8,1,6,0.9,0.0,10
Brc1ccc2oc3c(N4CCOCC4)ncnc3c2c1,0.8,3.5,2,0.9,-4,-1.8,-8,6,0.8,0.2,21
CC(=O)N1CCc2cc(Br)cc(S(=O)(=O)N3CCCCCC3)c21,0.9,0.6,12,0.9,-33,0.0,32,0,0.7,-0.1,29
N#C/C(=C\C=C\c1ccccc1)C(=O)Nc1ccccc1,1.1,2.3,-2,1,-8,-0.6,49,-3,1,0.1,3
SMILES,PMI act satM6P,RAM inhibit,TLR4 MyD88 comp,PMI activator,S1P3 antagonist,Redox H2O2 prof,Lmaj promast,G6PDH CS,Diaphorase act,Hsp70 act,Diaphorase inh
C[C@H](NC(=O)c1nc[nH]c1C(=O)NC(c1ccccc1)c1ccccc1)C(=O)OC(C)(C)C,0.8,7.4,-6,0.8,11,0.2,13,14,0.7,0.2,30
COc1ccc(NC(=O)CSc2nnc(-c3ccc(C)cc3)n2N)cc1,1,-0.6,-2,1,·,-0.1,1,-4,1,-0.3,-1
Cc1cc(=O)[nH]c(SCCCOc2ccc(F)cc2)n1,1.2,1.1,-4,1.1,·,0.2,-6,-3,1,0.0,-4
O=C1C2CC=C(Cl)CC2C(=O)N1CCN1CCOCC1 (stereo unspecified),1.1,-0.2,-6,1.1,·,0.0,-3,-4,0.9,0.0,7
c1ccc(-c2nc3cnccn3c2Nc2ccc3c(c2)OCCO3)cc1,0.8,0.6,1,0.9,·,3.0,25,4,0.8,-0.3,24
O=C(O)c1cccc(-n2cccc2/C=C2/NC(=O)N(c3ccc(Cl)cc3)C2=O)c1,1,0.3,-3,1.3,-7,-0.1,-9,6,0.4,0.7,62*
COc1ccccc1OCC(=O)O,1&1,0.3&-0.9,7&13,1&1,-9,1.3&1.1,-4&-11,8&5,0.9&0.9,-0.2&-0.2,13&10
CCc1nc(SCC(=O)Nc2ccc(C(=O)O)cc2)n[nH]1,1,-1.2,5,1,-2,-0.6,2,5,0.9,-0.1,13
CN1CCN(Cc2nc3c(c(=O)n(C)c(=O)n3C)n2CCCc2ccccc2)CC1,0.9,0.3,-10,0.9,·,-3.8,25,5,0.9,0.3,6
Cc1ccc(C(C)C)c(OCc2n[nH]c(=S)o2)c1,1.1,-2.1,-2,1,-2,0.1,-7,16,0.9,-0.3,12
c1ccc(-n2nnc3ccccc32)nc1,0.9,1.2,-6,0.9,36,1.0,-3,5,0.8,0.2,17
COc1ccc(S(=O)(=O)N2CCN(c3ncnc4c(-c5ccccc5)nsc34)CC2)cc1,1,·,·,1,6,·,·,0,0.8,·,18
Cc1ccc(C)c(N2CCN(C(=O)C3CCCN(S(=O)(=O)c4c(C)noc4C)C3)CC2)c1 (stereo unspecified),0.9,2.9,-11,0.8,6,0.2,9,-24,0.8,-0.3,16
CCCc1c(C)c2c(C)[nH]nc2oc1=O,1,0.8,9,1,·,-3.5,0,3,1,-0.1,-4
O=C(Nc1cccc(Cl)c1)O/N=C\c1ccncc1,1,0.0,-5,1,·,-4.0,0,10,1,0.1,-1
CS(=O)(=O)c1ccc2nc(NC(=O)C3CCCO3)sc2c1 (stereo unspecified),·,4.0,5,·,-8,-0.9,-7,3,·,0.0,·
CC1CCN(CCCn2c(=S)[nH]c3c(sc4ccccc43)c2=O)CC1,1.2,1.3,-5,1.3,-14,-0.1,26,-1,0.4,0.3,58*
CCCN1CCN(C(=O)CN2C(=O)CC(C)(C)S(=O)(=O)c3ccccc32)CC1,1,-0.3,5,0.9,-18,2.1,2,5,1,-0.2,-2
CCOC(=O)C1=C(c2ccccc2)Nc2ncnn2C1c1cccc(OC)c1OC (stereo unspecified),0.9,0.0,6,0.9,-25,1.3,100*,-10,0.9,0.2,8
CS(=O)(=O)N(CC(=O)Nc1cccnc1)c1ccc2c(c1)OCO2,1,4.0,-2,1,-12,0.0,0,30,1.1,-0.1,-6
CCOc1cccc(OCCOCCN(C)C)c1,1.1,2.1,-21,0.9,3,-0.4,-5,3,0.9,0.0,6
COc1cc2nc(CN(C)Cc3ccc(Cl)cc3)[nH]c(=O)c2cc1OC,1,0.4,-2,0.9,-6,-0.5,12,-3,0.9,-0.2,9
O/N=C/c1ccccc1OCc1ccccc1Cl,0.9,-2.4,12,0.8,·,2.1,10,1,0.7,0.2,29
CCOC(=O)CC(=O)CSc1ncnc2c1nnn2-c1ccc(OC)cc1,1.2,8.0,-20,1.1,2,-1.2,-5,0,1,0.2,-3
CCc1ccc(N2CC(C(=O)NCc3ccc4c(c3)OCO4)CC2=O)cc1 (stereo unspecified),1,1.4,1,1,15,-1.2,-4,0,0.9,0.0,9

# Laid out differently: entries from further up
SMILES | PMI act satM6P | RAM inhibit | TLR4 MyD88 comp | PMI activator | S1P3 antagonist | Redox H2O2 prof | Lmaj promast | G6PDH CS | Diaphorase act | Hsp70 act | Diaphorase inh
O=C(O)c1cccc(-n2cccc2/C=C2/NC(=O)N(c3ccc(Cl)cc3)C2=O)c1 | 1 | 0.3 | -3 | 1.3 | -7 | -0.1 | -9 | 6 | 0.4 | 0.7 | 62*
CCCN1CCN(C(=O)CN2C(=O)CC(C)(C)S(=O)(=O)c3ccccc32)CC1 | 1 | -0.3 | 5 | 0.9 | -18 | 2.1 | 2 | 5 | 1 | -0.2 | -2

# The list continues:
SMILES,PMI act satM6P,RAM inhibit,TLR4 MyD88 comp,PMI activator,S1P3 antagonist,Redox H2O2 prof,Lmaj promast,G6PDH CS,Diaphorase act,Hsp70 act,Diaphorase inh
Cc1c(Cl)cccc1NC(=O)C1NC(=O)CC1c1ccccc1 (stereo unspecified),0.9,1.5,7,1,·,-2.8,-2,-2,0.9,-0.2,13
CC(CO)N1CCS(=O)(=O)CC1 (stereo unspecified),1,0.8,7,1,·,-1.4,-5,-2,1,-0.3,4
COc1ccc(C2SCC(=O)N2CCCN(C)C)cc1 (stereo unspecified),1,-0.2,1,1,·,0.1,-2,1,1.1,-0.4,-5
CC(=O)Nc1cccc2c1C(=O)N(c1ccc(OC(C)=O)cc1)C2=O,1,1.4,-20,1,-2,0.8,-5,5,0.9,-0.3,11
CCC(C)NC(=O)C(CCSC)NC(=O)c1ccccc1 (stereo unspecified),1,3.7,10,1.1,·,0.1,-1,8,0.9,-0.2,7
CCOC(=O)C1=C(C)OC(N)=C(C#N)C1c1cc2ccccc2nc1N1CCCCC1 (stereo unspecified),0.8,0.7,-5,1,·,-0.5,86*,7,0.7,-0.5,29
CCN(CC)S(=O)(=O)c1ccc(-c2nnc(SCC(=O)Nc3nc(C)cs3)o2)cc1,1.1,1.5,-10,1,-9,-0.9,9,7,1.1,-0.2,-8
CCCn1nc(C(=O)OCC(=O)Nc2cccc(S(N)(=O)=O)c2)c2ccccc2c1=O,1,0.4,9,1,2,0.1,-6,1,0.9,-0.2,7

# Assay outcomes as filed in PubChem.

# This is a random part of the collection, and some 12% of all compounds hit somewhere here.
